Screens as filed in PubChem.
Pin1 inh = human Pin1 inhibition; Pin1 FP peptide displacement, HiFluor488, 10 min; Q13526; Potency, µM (top dose mostly 115 µM), without a hit: top-dose activity, negative = inhibition, usual class: inhibitors; AID 504891; hit rate 0.009% among 390,000; active = well fitted inhibition curve with a large enough effect in the polarisation, with a control signal flat, not every such curve was filed as active; inconclusive = small, poorly fitted or top-dose-only effect, or effect the other way, or a change in a side signal; inactive = no such curve, though single readings can be large or run the other way; the % refers to the polarisation; note: % is set by controls: 0 for no effect and ±100 for the full control effect
Target sequence (Q13526 whole entry, looked up): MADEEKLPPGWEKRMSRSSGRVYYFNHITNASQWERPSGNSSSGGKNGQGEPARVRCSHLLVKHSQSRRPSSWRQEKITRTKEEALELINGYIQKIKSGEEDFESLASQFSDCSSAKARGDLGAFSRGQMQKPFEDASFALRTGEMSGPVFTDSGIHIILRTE
GLS inh = blocks human kidney-isoform glutaminase activity; O94925; GLS enzymatic activity, qHTS titration; Potency, µM (highest dose often 45.5 µM), without a hit: at the highest dose activity change, negative = inhibition, usual class: inhibitors; hit rate 0.21% among 410,000; note: % is set by controls: 0 for no effect and ±100 for the full control effect
Target sequence (O94925 whole entry, looked up, canonical isoform): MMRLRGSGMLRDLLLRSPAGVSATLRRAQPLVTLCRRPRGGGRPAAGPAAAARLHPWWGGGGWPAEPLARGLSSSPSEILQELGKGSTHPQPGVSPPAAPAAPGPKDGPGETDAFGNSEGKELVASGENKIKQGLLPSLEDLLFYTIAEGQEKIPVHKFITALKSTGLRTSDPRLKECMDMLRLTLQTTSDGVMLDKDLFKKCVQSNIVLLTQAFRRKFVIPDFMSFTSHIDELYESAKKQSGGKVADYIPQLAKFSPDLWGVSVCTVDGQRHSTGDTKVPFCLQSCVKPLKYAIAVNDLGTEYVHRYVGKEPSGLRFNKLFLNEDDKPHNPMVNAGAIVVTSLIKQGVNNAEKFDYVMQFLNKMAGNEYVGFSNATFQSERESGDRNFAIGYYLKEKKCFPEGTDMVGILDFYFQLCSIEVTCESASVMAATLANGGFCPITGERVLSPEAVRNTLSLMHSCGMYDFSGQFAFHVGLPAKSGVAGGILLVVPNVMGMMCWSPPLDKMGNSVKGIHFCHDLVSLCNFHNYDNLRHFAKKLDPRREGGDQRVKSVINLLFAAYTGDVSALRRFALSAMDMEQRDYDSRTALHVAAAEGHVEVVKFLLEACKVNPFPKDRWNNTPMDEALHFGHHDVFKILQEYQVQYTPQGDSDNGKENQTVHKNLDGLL
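Coupled fluorescence readout: glutamate oxidase/HRP/Amplex Red detect glutamate formed by hKGA from L-glutamine (1 mM solution added). Buffer 45 mM KH2PO4 pH 8.2, 0.02% Tween-20; reads at t0 and 30 min RT.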
G9a block = blocks human histone lysine methyltransferase G9a. Q96KQ7. G9a H3K9 monomethylation, AlphaScreen, 2 h. Potency, µM (top dose mostly 102 µM), for inactives: at the highest dose activity, negative = inhibition, actives largely listed as inhibitors. hit rate 8.8% among 350,000; note: % is set by controls: 0 for no effect and ±100 for the full control effect; nearly all actives have a fitted effect of over 75% in size
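G9a (20 nM) preincubated 15 min RT with compounds, then 500 nM biotinylated H3K9 peptide and 20 uM SAM added; 2 h RT reaction. Monomethyl-H3K9 product detected by AlphaScreen with anti-H3K9me1 antibody, streptavidin donor and anti-rabbit IgG acceptor beads.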
HP1b binding inh = inhibitors of HP1-beta chromodomain binding to methylated histone tails; hit rate 0.56% among 390,000; Potency, µM (highest dose often 114 µM), inactives show at the highest dose activity change, negative = inhibition, usual class: inhibitors; AlphaScreen HP1-beta / biotin-H3K9me3 peptide binding; note: nearly all actives have a fitted effect of over 70% in size; inactives centre near 23
Target sequence (P83916 whole entry, looked up): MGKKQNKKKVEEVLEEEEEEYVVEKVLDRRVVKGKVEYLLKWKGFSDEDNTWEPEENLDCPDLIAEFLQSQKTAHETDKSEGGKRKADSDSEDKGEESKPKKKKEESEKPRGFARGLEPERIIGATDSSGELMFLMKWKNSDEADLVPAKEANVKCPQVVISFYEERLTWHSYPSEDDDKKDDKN
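HP1-beta protein (50 nM final) preincubated 30 min at room temperature with biotinylated H3(1-18)K9me3 peptide (50 nM) in PBS pH 7.4, 0.01% Tween-20, then compound added for 30 min. AlphaScreen streptavidin donor/nickel chelate acceptor beads (10 ug/mL final), 30 min dark, luminescence read.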
PGK inhibitor = T. brucei PGK inhibition; PGK/GAPDH coupled, Kinase-Glo luminescence, 60 min; hit rate 0.043% among 380,000; P07378; AID 602233; Potency, µM (series often up to 57.5 µM), for the others: top-dose activity change, negative = inhibition, actives largely listed as inhibitors; note: % is set by controls: 0 for no effect and ±100 for the full control effect; nearly all actives have a fitted effect of over 60% in size
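Recombinant glycosomal PGK reaction used 1,3-bisphosphoglycerate generated in-well by GAPDH (100nM final) in 100mM TEA pH 7.6, 5mM MgCl2, 0.01% Tween-20. After 60 minutes at room temperature, ATP was read by Kinase-Glo Plus luminescence end-point.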
BLM inh = Bloom syndrome helicase (human) inhibition; P54132; AID 2528; recombinant BLM DNA unwinding, fluorescence dequenching; hit rate 0.2% among 350,000; Potency, µM (highest dose often 56.1 µM), inactives show top-dose activity change, negative = inhibition, usual class: inhibitors;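 note: plate controls were vehicle for no effect and no enzyme for full effect; nearly all actives have a fitted effect of over 35% in size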
BAZ2B inh = BAZ2B (human) inhibition; AlphaScreen BAZ2B-H3K14Ac peptide displacement; Potency, µM (series often up to 114 µM), for the others: top-dose activity change, negative = inhibition, hits mostly inhibitors; hit rate 4.4% among 360,000; AID 504333; note: % is set by controls: 0 for no effect and ±100 for the full control effect; nearly all actives have a fitted effect of over 60% in size
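AlphaScreen displacement: compounds (up to 110uM) incubated 30 min at room temperature with a preformed 50 nM BAZ2B/50 nM biotinylated H3K14Ac peptide complex in PBS pH 7.4 with Tween-20. Donor and acceptor beads at 10 ug/mL final added, 20 min light-protected before reading.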
POLI inh = blocks human DNA polymerase iota activity; Q9UNA4; Pol iota fluorescent replication assay, 10 min; Potency, µM (titrated, usually from 115 µM), for inactives: at the highest dose activity, negative = inhibition, usual class: inhibitors; hit rate 1% among 390,000
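Pol iota at 10 nM preincubated 15 min with compounds at room temperature; reaction started with fluorescent substrate, 50 nM final. Fluorescence read kinetically at 0 and 10 min; buffer-only wells as negative control.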
JMJD2A Tudor inh = inhibitors of human JMJD2A Tudor domain; AID 504339; hit rate 4.4% among 390,000; AlphaScreen JMJD2A-Tudor / H3K4me3 peptide binding; Potency, µM (titrated, usually from 114 µM), without a hit: at the top dose activity change, negative = inhibition, most hits filed as inhibitors; note: % is set by controls: 0 for no effect and ±100 for the full control effect; nearly all actives have a fitted effect of over 50% in size
Starred values were filed as active, the others as inactive; i = inactive; ? = inconclusive; · = no result given; & = joins results of further samples; [ ] = another dose, or the depositor's remark. Unless noted, calls come from the whole dose curve; as a rule, active = well fitted curve in the direction sought with a large enough effect; inconclusive = small, poorly fitted or top-dose-only effect, or another doubt; inactive = no such curve, though single readings can be large; an effect the other way counts as inactive or inconclusive. Potency is the fitted concentration of half-maximal effect.

SMILES	Pin1 inh	GLS inh	G9a block	HP1b binding inh	PGK inhibitor	BLM inh	BAZ2B inh	POLI inh	JMJD2A Tudor inh
Cc1cc(C)nc(N/N=C/c2ccncc2)n1	-2%	2%	20%	4%	i	-1%	2%	85%[activator]	-18%
Cc1ccc(Cc2c(C)nc3nc(SCC(=O)NC(C)c4ccccc4)nn3c2C)cc1 (centres undefined)	-5%	5%	-4%[59 µM]	13%	-6%	0%	-14%	18%	-18%
Nc1c(Cl)cc(Cl)cc1C(=O)OCC(=O)N1CCOCC1	4%	2%	-35%	26%	-1%	-8%	-17%	4%	-5%
COc1ccc(CCN2C(=O)CC(Cc3ccc(Br)cc3)C2=O)cc1OC (centres undefined)	-5%	-4%	2%[59 µM]	24%	-11%	0%	1%	6%	-9%
O=C(C[C@H]1C/C=C\CC[C@H](Cc2ccc(F)cc2)C(=O)OC[C@H]2CCCN2C1=O)N[C@@H](CO)Cc1ccccc1	-2%	2%	·	26%	-7%	·	·	34%	?
COc1ccc(C(=O)Nc2nc3ccccc3s2)cc1	1%	-1%	·	40%[activator]	-12%	-11%	11%	-24%	-2%
CC(NC(=O)c1ccc(Cl)c(S(=O)(=O)N2CCCCCC2)c1)c1cccnc1 (centres undefined)	2%	1%	-5%[12.7 µM]	17%	-6%	·	5%	-8%	-14%
COc1ccc(OC)c(CN2CCN(C(=O)CNC(=O)c3ccc(C(C)(C)C)cc3)CC2)c1	-10%	3%	7%[12.7 µM]	5%	-8%	·	-34%	28%	-32%
Cc1ccccc1CC1(CO)CCCN(Cc2ccc(C#CC(C)(C)O)cc2)C1 (centres undefined)	5%	-1%	-3%	33%	12%	-4%	-37%	28%	-16%
CC1CC(C)CN(C(=O)C2CCC(CNS(=O)(=O)c3ccccc3)CC2)C1 (centres undefined)	-5%	2%	7%	70%[activator]	·	-4%	-4%	8%	2%
Cc1ccc(NC(=O)COC(=O)CNC(=O)C2CCCCC2)cc1S(=O)(=O)N(C)C	0%	-19%	·	-32%	-5%	·	·	?	-22%
O=C1[C@@H](Oc2ccccc2)[C@@H](c2ccncc2)N1c1ccccc1	0%	-2%	·	25%	-6%	·	·	-6%	-10%
CCCCCOc1ccc(C2C(C(C)=O)=C(C)Nc3ncnn32)cc1OC (centres undefined)	-4%	-3%	-5%[59 µM]	28%	i	-1%	9%	5%	-10%
C=CCN1C(=O)C(Cc2ccc(Br)cc2)S/C1=N\N=C\c1ccco1 (centres undefined)	12%	1%	12%[59 µM]	26%	-2%	-6%	-2%[57.1 µM]	?	-14%
COc1ccccc1CNC(=O)Cn1nc(C)c2nn(-c3ccc(Cl)cc3)c(C)c2c1=O	17%	-6%	10%[59 µM]	14%[57 µM]	i	-4%	5%	20%	-15%
CCN(CC(=O)NC1CCS(=O)(=O)C1)C(=O)COc1ccccc1-c1ccccc1 (centres undefined)	9%	-10%	21%[59 µM]	37%	-8%	-4%	21%	25%	-4%
O=C(CSc1nc2ccccc2s1)N/N=C/c1ccc(C(=O)O)cc1	-5%	0%	-29%	25%	-5%	0%	-13%	-5%	-10%
CCN1CCN(C(=O)CCc2nc3ccccc3n2-c2ccccc2)CC1	-3%	?	?	22%	8%	-2%	1%	10%	-4%
CC1CC(C)CN(CCCNC(=O)c2c(O)nc3ccccn3c2=O)C1 (centres undefined)	0%	-13%	-35%	24%	-11%	·	7%	20%	-9%
CC(=O)c1ccc(NC(=O)C(C)Sc2nnc3ccccn23)cc1 (centres undefined)	-2%	3%	-21%[59 µM]	45%[activator]	0%	·	9%	7%	-14%
CCN(c1ccccc1)S(=O)(=O)c1ccc(OC)c(NC(=O)Cn2cnc3c2c(=O)n(C)c(=O)n3C)c1	-10%	15%	-9%	30%	-6%	-4%	-17%	31%[activator]	-14%
COc1ccc(C(O)Cn2ccsc2=NC(C)=O)cc1 (centres undefined)	-5%	-3%	50µM*	48%[activator]	-11%	-6%	-29%	8%	-3%
O=C(Cn1cnc2ccccc2c1=O)Nc1ccc(S(=O)(=O)N2CCOCC2)cc1	-1%	-2%	0%	38%	-6%	2%	-6%	12%	-7%
COC(=O)CCCCCn1c(-c2ccccc2)cn2c3c(=O)n(C)c(=O)n(C)c3nc12	-5%	0%	26%[59 µM]	35%	-5%	-1%	-26%	9%	-16%
COc1cccc(N2CCN(C(=O)C3CCCN(S(=O)(=O)c4cnc[nH]4)C3)CC2)c1 (centres undefined)	-8%	-3%	?	36%[activator]	0%	-4%	-22%	11%	-3%
The list continues:
SMILES	Pin1 inh	GLS inh	G9a block	HP1b binding inh	PGK inhibitor	BLM inh	BAZ2B inh	POLI inh	JMJD2A Tudor inh
C=CCN(c1ccccc1)S(=O)(=O)c1cccc(C(=O)Nc2nnc(SCC)s2)c1	16%	11%	-6%[59 µM]	42%[activator]	2%	-7%	4%	-5%	2%
Cc1ccc(C)c(NC(=S)NCc2cccs2)c1	4%	1%	10%[59 µM]	34%	-3%	-2%	-26%	1%	-8%
COc1ccc(N2CCN(CCCNC(=O)C3CCCN(S(=O)(=O)c4c(C)n[nH]c4C)C3)CC2)cc1 (centres undefined)	0%	30%[activator]	?	-1%	-3%	0%	-14%	-14%	-32%
COc1ccc(CC(=O)N/N=C(\C)c2cccnc2)cc1OC	-1%	17%	14%	40%[activator]	4%	-2%	-19%	15%	-10%
O=C(NCCC1=CCCCC1)c1ccc(-n2cncn2)c([N+](=O)[O-])c1	-5%	-3%	-8%	21%	i	·	-17%	9%	-17%
O=C(CCc1nnc(-c2ccc(-c3ccccc3)cc2)o1)NCCc1ccccn1	1%	0%	·	29%	i	-8%	-17%	45%[activator]	0%
Cc1cc(C(=O)CN2C(=O)CCC2=O)c(C)n1Cc1ccccc1	8%	-11%	?	12%	-7%	1%	-34%	-1%	-29%
Cc1ccc(OCC(=O)N(Cc2ccco2)C2CCS(=O)(=O)C2)cc1 (centres undefined)	-4%&-5%	-11%&-13%	12%	29%&21%	-3%&-2%	3%&0%	-2%&-16%	9%&-9%	6%&-2%
CCC(Sc1nc(C)cc(C)n1)C(=O)O (centres undefined)	-5%	-4%	?	49%[activator]	·	1%	4%	-8%	-8%
CCCCN1CC(COCc2ccccc2)Oc2cccc(NCc3ccc(OC)cc3)c2S1(=O)=O (centres undefined)	-1%	0%	·	33%	0%	·	·	-8%	-14%
CCOc1ccc(/C=C/C2=Cc3c(sc(NC(=O)CSc4n[nH]c(N)n4)c3C#N)C(C)(C)C2)cc1	?	24%	?	-30%	-6%	-18%	40µM*	?	?
O=C(c1ccc(Nc2nc3ccccc3n3nnnc23)cc1)N1CCN(c2cccc(C(F)(F)F)c2)CC1	-2%	-1%	-6%[59 µM]	36%	7%	1%	5%	13%	2%
CC(=O)N1CCC(N(CCN2CCOCC2)C(=S)Nc2ccccc2C)CC1	-2%	-3%	12%[59 µM]	45%[activator]	?	4%	3%	10%	2%
CCOc1ccccc1CNC(=O)c1oc2ccc3c(c2c1C)C(=O)CC(C)(C)O3	14%	-1%	5%[59 µM]	42%[activator]	·	-10%	-12%	59%[activator]	-2%
Cc1ccc(C2SCC(=O)N2c2ccccc2)cc1 (centres undefined)	-5%	6%	-19%	33%	2%	-2%	?	112%[activator]	-5%
O=C1C=CC(=Nc2ccc3c(c2)Cc2ccccc2-3)O1	-7%	-7%	·	9%[57 µM]	i	·	·	37%[activator]	-25%
CCCCC1CC1C(=O)Nc1ccc(OC)c(OC)c1 (centres undefined)	-9%	6%	-18%[12.7 µM]	-1%	-7%	-3%	-1%	-4%[58.9 µM]	-14%
Cc1ccc2c(c1)N(CC(=O)NCc1cccnc1)C(=O)CO2	-6%	-15%	9%[59 µM]	10%	-5%	-10%	1%	24%	-15%
CCOC(=O)c1c(NC(=O)C2C3C=CC(C3)C2(C)C(=O)O)sc2c1CCCC2 (centres undefined)	0%	2%	-15%[59 µM]	4%	?	-6%	56µM*	-31%	-34%
CCCCSc1nsc(NC(C)=O)n1	5%	·	6%	26%	6%	-1%	6%	31%[activator]	22%
O=C1c2ccncc2C(=O)N1CO	-7%	-10%	?	23%	i	-3%	?	6%	9%
Cc1cccc(NS(=O)(=O)c2ccc3c(c2)C(C)(C)C(=O)N3C)c1	-5%	2%	-19%[59 µM]	45%[activator]	-12%	1%	2%	-23%	-11%
CCCCC(=O)Nc1ccc2c3c(cccc13)C(=O)N2CC	1%	-10%	4%[12.7 µM]	31%	-7%	-10%	-6%	13%	-8%
COc1cc(C(=O)N/N=C(\C)c2ccc3c(c2)OCO3)cc(OC)c1OC	1%	-11%	4%	-12%	0%	-5%	-13%	136%[activator]	-16%
O=C(Cn1cc(COc2c(F)c(F)c(Br)c(F)c2F)nn1)c1ccc(O)cc1	-11%	-9%	·	35%	-9%	·	·	-16%	-9%
Cc1ccc(-c2nc3ncccn3c2Nc2ccccc2C)o1	-6%	9%	?	22%	-6%	-4%	-26%	9%	-14%
COC(=O)c1ccc(/C=N\n2c(C)nnc2C)cc1	4%	7%	-23%[59 µM]	19%	0%	1%	-6%	2%	-18%
CC(=O)c1ccc(OCCCC(=O)OCc2nnc(-c3ccc(Cl)cc3)o2)cc1	-1%	2%	52%[activator]	37%	-2%	0%	13%	0%	3%
O=[n+]1c2c(n([O-])c3c1CCC3)CCCC2	-7%	2%	-9%[12.7 µM]	-11%	7%	1%	0%	10%	-5%[11.4 µM]
COc1ccc(C(CNc2ccc(C(F)(F)F)cn2)N(C)C)cc1OC (centres undefined)	2%	5%	-1%	9%	12%	3%	3%	33%[activator]	-10%

Exported as comma-separated lines: part of the list above
smiles,Pin1 inh,GLS inh,G9a block,HP1b binding inh,PGK inhibitor,BLM inh,BAZ2B inh,POLI inh,JMJD2A Tudor inh
O=C(Cn1cc(COc2c(F)c(F)c(Br)c(F)c2F)nn1)c1ccc(O)cc1,-11%,-9%,·,35%,-9%,·,·,-16%,-9%
C=CCN(c1ccccc1)S(=O)(=O)c1cccc(C(=O)Nc2nnc(SCC)s2)c1,16%,11%,-6%[59 µM],42%[activator],2%,-7%,4%,-5%,2%

The list is partial; the hit share may differ from the screen's.
